# Screens: PubChem, several laboratories
# Mtb BioA inh = inhibitors of Mycobacterium tuberculosis BioA enzyme; purified M. tuberculosis BioA enzyme, plate reader; 360,000 compounds, 0.096% hits; inhibition, % at 9.99 µM; in the data active = inhibition above about 40%; inconclusive = no clear call, values can overlap the other calls
# GDH-TPI inh = GDH-TPI coupled enzyme inhibition counter-screen | inhibition, % at 4.8 µM | GDH-TPI coupled enzyme counterscreen, NADH absorbance | AID 588335 | 360,000 compounds, 1.2% hits; in the data active = inhibition above about 30%;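 also: 0% = DMSO wells and 100% = wells lacking the enzyme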
# BoNT A protease = inhibitors of Botulinum neurotoxin A light chain protease; inhibition, % at 10 µM; 360,000 compounds, 0.17% hits; AID 588499; multiplex microsphere protease substrate cleavage, flow cytometry; also: plate controls were buffer without enzyme for full effect and enzyme alone for no effect
# Anthrax LF inh2 = inhibitors of Bacillus anthracis lethal factor protease | inhibition, % at 10 µM | multiplex microsphere protease cleavage assay, LF | P15917 | AID 588501 | 360,000 compounds, 0.12% hits; also: plate controls were buffer without enzyme for full effect and enzyme alone for no effect
# Target sequence (P15917 whole entry, looked up): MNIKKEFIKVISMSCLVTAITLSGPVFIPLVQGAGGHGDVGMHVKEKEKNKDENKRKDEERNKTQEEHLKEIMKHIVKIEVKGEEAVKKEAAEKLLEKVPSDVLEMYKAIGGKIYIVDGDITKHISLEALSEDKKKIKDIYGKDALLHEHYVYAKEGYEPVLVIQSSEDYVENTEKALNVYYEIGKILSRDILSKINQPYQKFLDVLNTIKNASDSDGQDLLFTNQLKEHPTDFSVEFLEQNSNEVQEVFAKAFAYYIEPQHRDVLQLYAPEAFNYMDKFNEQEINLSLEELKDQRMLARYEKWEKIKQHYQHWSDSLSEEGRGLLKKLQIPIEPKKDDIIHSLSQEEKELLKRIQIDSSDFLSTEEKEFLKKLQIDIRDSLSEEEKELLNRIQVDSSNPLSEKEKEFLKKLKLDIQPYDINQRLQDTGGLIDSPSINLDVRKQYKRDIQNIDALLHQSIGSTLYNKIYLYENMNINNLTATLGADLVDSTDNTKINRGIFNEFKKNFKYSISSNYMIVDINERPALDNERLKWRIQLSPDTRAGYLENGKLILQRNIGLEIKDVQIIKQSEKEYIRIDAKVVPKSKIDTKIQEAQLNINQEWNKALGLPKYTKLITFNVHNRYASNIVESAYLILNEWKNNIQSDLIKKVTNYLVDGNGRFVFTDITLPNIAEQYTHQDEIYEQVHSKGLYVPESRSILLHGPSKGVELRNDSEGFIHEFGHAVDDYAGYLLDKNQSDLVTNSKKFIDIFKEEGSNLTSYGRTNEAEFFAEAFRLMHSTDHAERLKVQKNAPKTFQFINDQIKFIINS
# PfHsp40 yeast = restores yeast growth despite PfHsp40 toxicity. S. cerevisiae expressing PfHsp40, growth rescue, ATP luminescence. growth rescue, % at 12.5 µM. 340,000 compounds, 0.68% hits. AID 504582; in the data active = growth rescue above about 28%, passing the limit was not always enough; inconclusive = no clear call, values can overlap the other calls;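 also: yeast W303a lacking pdr1 and pdr3 grown in galactose medium; growth measured after three days at 30 °C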
# BoNT-F LC inh = blocks Botulinum neurotoxin F light chain protease; Multiplex microsphere protease cleavage assay, flow cytometry; inhibition, % at 10 µM; 360,000 compounds, 0.22% hits; AID 588497; in the data active = inhibition above about 35%, passing the limit was not always enough; inconclusive = no clear call, values can overlap the other calls; also: plate controls were buffer without enzyme for full effect and enzyme alone for no effect
# Mtb FBA inh = inhibits M. tuberculosis FBA enzyme; P9WQA3; purified M. tuberculosis FBA, fluorescence read-out; inhibition, % at 1 µM; 360,000 compounds, 2.3% hits; AID 588726; in the data active = inhibition above about 27%;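 also: 0% = vehicle and 100% = reference inhibitor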
# UGM FP inh = blocks M. tuberculosis UGM enzyme. P9WIQ1. purified UGM, fluorescence polarization probe displacement. inhibition, % at 10 µM. 320,000 compounds, 0.06% hits. AID 504406; in the data active = inhibition above about 10%, passing the limit was not always enough; inconclusive = no clear call, values can overlap the other calls
# FadD28 binding = M. tuberculosis FadD28 bisubstrate binding inhibition; FadD28 bisubstrate probe binding, fluorescence polarization; inhibition, % at 12.5 µM; 360,000 compounds, 0.22% hits; in the data active = inhibition above about 8.5%, passing the limit was not always enough; inconclusive = no clear call, values can overlap the other calls
# * hit, by the source's call; ? = inconclusive; · = no result given. Rule as the data show it, unless noted: active = inhibition above about 30%; inconclusive = no clear call, values can overlap the other calls; inactive = below that.
SMILES,Mtb BioA inh,GDH-TPI inh,BoNT A protease,Anthrax LF inh2,PfHsp40 yeast,BoNT-F LC inh,Mtb FBA inh,UGM FP inh,FadD28 binding
O=C(COC(=O)C1CCC1)Nc1ccc(OC(F)F)cc1,0.1,-1,0.5,-2,-0.3,-4,6,-0.9,-0.9
COc1cc(/C=C/C(=O)O)cc(S(=O)(=O)N2CCc3ccccc3C2)c1OC,·,12,-1.2,0,1.9,0,2,2.8,-1.7
CCOC(=O)N1CCC(=NNc2ncc(C(F)(F)F)cc2Cl)CC1,-0.7,9,-2.1,6,0.9,10,-2,-0.8,0.7
O=C(Nc1ncc2c(n1)-c1ccccc1CC2)c1cccs1,·,6,-0.3,-2,0.5,-6,5,2.9,-5.1
O=C(Nc1ccc2c(c1)OCCO2)C1CCN(S(=O)(=O)c2cccc3nsnc23)CC1,0.9,13,0.2,-2,-0.5,15,1,0.8,-0.5
Cc1ccc(C(=O)Nc2ccccc2Cl)cc1,-1.0,1,0.4,-6,1.0,-11,2,-1.1,-2.7
Cc1c(C(=O)O)cnc2c([N+](=O)[O-])cnn12,-0.3,8,-0.8,-2,-0.3,-6,-1,-4.4,0.7
NC(=O)CC(NC(=O)Cc1ccc(Br)cc1)c1ccc(NC2CC3CCC2C3)c([N+](=O)[O-])c1 (configuration not stated),0.5,-2,-1.2,-10,2.3,-6,-3,-0.5,1.1
CCc1ccc(NC(=O)c2c(Cl)nc(C)c(Cl)c2C)cc1,-4.4,1,-0.1,-4,0.9,-3,1,-1.5,1.5
Cc1ccc(C=NNC(=O)c2cc(-c3cccnc3)nc3ccccc23)o1,2.7,34*,0.2,-2,-1.3,-5,0,-0.9,-0.4
O=C(COc1ccc(S(=O)(=O)NC2CCCC2)cc1)NCC1CCCO1 (configuration not stated),·,-8,0.4,2,0.1,-1,0,1.2,-2.8
Cc1ccccc1-n1nnnc1SC(C)C(=O)Nc1ccc(N2CCN(C)CC2)cc1 (configuration not stated),-0.5,-12,2.2,-4,-1.0,-17,-7,-1.6,-3.0
CCC1Nc2ncnc(N3CCOCC3)c2N(Cc2ccc(Cl)cc2)C1=O (configuration not stated),-6.4,21,-0.6,-2,-0.1,1,4,3.0,-2.3
COc1cc(-n2c(=O)c3ccccc3n(CC(=O)c3ccc(Br)cc3)c2=O)cc(OC)c1OC,·,9,-0.6,-2,-1.4,0,-2,-2.7,-1.7
COc1cc(C(=O)NCCN2CCN(C(=O)c3cc(OC)c(OC)c(OC)c3)CC2)cc(OC)c1OC,-1.2,-4,-1.2,-4,1.0,-17,3,0.2,0.4
CCCCNC(=O)C1(C)CCN1C(=O)c1cncc(Br)c1 (configuration not stated),0.5,1,-0.1,-3,·,-3,-1,·,-2.9
O=C(O)CSc1nc2ccccc2c(=O)[nH]1,-4.2,12,0.9,-3,-1.1,2,6,3.3,2.4
Cc1ccc(S(=O)(=O)Oc2ccc(C)cc2/C=N/N=C2\NC(=O)C(C)S2)cc1 (configuration not stated),0.2,38*,-0.9,1,4.2,11,-1,2.6,-4.0
CCc1ccc(NC(=O)CSc2nc3ccccc3c(=O)n2CCCC(=O)NCCCN2CCOCC2)cc1,-0.3,22,-0.7,3,-1.0,-7,5,-1.2,-1.6
COc1ccc(OC)c(/C=N/Nc2nc(C)cc(=O)[nH]2)c1,1.3,22,-7.2,12,-1.6,-20,49*,0.9,-2.9
COc1ccccc1N1CCN(/N=C/c2ccc(Cl)c([N+](=O)[O-])c2)CC1,-0.9,10,2.0,10,2.3,16,0,2.7,-0.8
CCOC(=O)C1CCCN(Cc2nc(CC3CC3)no2)C1 (configuration not stated),3.1,3,-0.8,-2,-0.8,2,6,-0.6,0.7
CCOc1ccc(S(=O)(=O)N2CCN(C(=O)Cc3n[nH]c(=O)c4ccccc34)CC2)cc1,-1.0,-1,-1.9,-4,1.1,-5,5,·,-0.4
CC1CCCC(C)N1C(=O)COC(=O)CNS(=O)(=O)c1ccc2ccccc2c1 (configuration not stated),-0.6,7,-0.4,-5,·,-2,-1,·,0.0
CCNC(=O)C1(C)CCCN(Cc2cccc3c(OC)cc(C(=O)OCC)cc23)C1 (configuration not stated),-0.2,-1,-0.1,0,·,-3,0,·,-4.3
# Going on with the list.
SMILES,Mtb BioA inh,GDH-TPI inh,BoNT A protease,Anthrax LF inh2,PfHsp40 yeast,BoNT-F LC inh,Mtb FBA inh,UGM FP inh,FadD28 binding
CC(C)C[C@H](NC(=O)c1nc[nH]c1C(=O)NCCCCCNC(=O)OC(C)(C)C)C(=O)OCc1ccccc1,-0.8,12,0.2,5,6.4,-1,0,4.5,-4.0
CCOC(=O)c1cc2c(c(CCO)n1)[C@@H](CCO)N(S(=O)(=O)C(C)(C)C)C2,0.8,-5,0.1,-1,0.4,4,0,·,-2.9
Cc1ccc(C)c(C(=O)COC(=O)c2nn(C)c(=O)c3ccccc23)c1,2.2,0,0.3,12,3.0,-9,0,2.9,-1.8
Cc1[nH]c(=O)c(C#N)cc1-c1ccccc1,1.1,19,0.0,-4,-0.8,-12,7,1.6,-3.8
CCCCCCCN1N=C(C)C(C(=O)c2ccccc2)C1=O (configuration not stated),0.6,7,-1.8,0,381*,-16,1,1.6,-1.2
O=c1[nH]n(-c2ccccc2)c(=O)cc1Cl,0.6,8,0.0,0,1.0,-4,-1,·,-1.8
COc1ccccc1NC(=O)c1c([N+](=O)[O-])c(C(C)(C)C)nn1C,-0.3,-1,-1.2,-15,6.5,-5,1,-1.4,0.9
CN(C)CCCNC(=O)c1ccc(/C=N/O)nc1,0.1,2,-1.1,-3,-0.5,-7,0,·,-0.5
COc1ccc(CCNC(=O)c2cc(-c3ccc(Cl)c(Cl)c3)oc2C)cc1,·,0,-0.8,-4,-0.6,-1,4,1.9,-4.0
O=C(C1CCCCC1)N1CCC(n2nnc3ccccc32)CC1,2.9,8,1.5,-3,-1.4,5,-1,-1.0,-1.6
COc1ccc(CNC(=O)c2cc(-c3cc(C)ccc3O)n[nH]2)cc1,·,0,-1.6,-1,0.6,-12,5,4.2,-3.1
CSCC(=O)N1CCC(n2nccc2NC(=O)c2ccc3c(c2)OCO3)CC1,-0.9,-1,2.6,1,-0.6,9,1,-2.2,-1.6
COc1ccc(C(=O)N2CCn3c(C)ccc3C2C)cc1 (configuration not stated),-0.6,5,1.7,-3,0.4,-14,3,1.9,-3.7
CCC(CC)CN1C(Nc2ccccc2)=NC[C@@H]1CC(C)C,0.1,-1,-1.8,-3,-0.6,-15,2,1.1,-0.2
O=C(NCCc1ccccn1)c1ccc(NS(=O)(=O)c2ccc(F)cc2)cc1,0.5,12,-0.1,2,2.9,3,5,-0.2,-1.9
Cc1ccc(S(=O)(=O)N2CCN(C(C(=O)Nc3ccc(F)cc3)c3ccccc3)CC2)cc1 (configuration not stated),-1.4,-10,0.1,0,1.5,0,-1,2.9,-4.8
O=C(Nc1nnc(-c2cccs2)o1)c1cccc(C(F)(F)F)c1,-0.7,25,-1.1,1,21,-17,-3,2.2,-1.4
CNC(=O)CC(C(=O)O)c1ccc(OCC(C)C)cc1 (configuration not stated),0.6,7,-2.0,-8,0.5,-11,0,·,-0.8
C=CCN1C(=O)C(C)NC1=S (configuration not stated),·,3,4.5,-7,-0.3,?,-2,·,-2.0
COc1cccc(C(=O)Oc2ccc(/C=N/NC(=O)c3ccncc3)cc2OC)c1,-0.5,-1,-1.3,1,-0.8,0,-1,1.6,-9.1
COc1ccccc1N1CCN(S(=O)(=O)c2cn(C)cn2)CC1,-0.7,-7,1.3,-3,-0.3,2,0,3.6,-2.2
CCc1ccc(NS(=O)(=O)c2ccc3[nH]cc(C(=O)NCC4CCCO4)c(=O)c3c2)cc1 (configuration not stated),3.9,12,0.9,-1,3.8,1,1,-3.8,-11
COc1ccc(-n2cc(C#N)c(=O)[nH]c2=O)cc1,-0.6,5,-1.5,0,-0.6,-4,2,0.2,-1.2
CCN(CC)CCCOC(=O)C(c1ccccc1)c1ccccc1,1.3,-3,0.2,-5,-1.1,-1,-1,0.6,-3.8
CCOC(=O)C(=O)NC1CC=CCC1c1ccc2c(c1)OCO2 (configuration not stated),·,-3,-0.1,-2,0.0,-3,-3,·,-3.2
CCOc1ccccc1-n1nnnc1SCC(=O)NCc1ccco1,·,1,0.7,-6,0.3,2,3,1.4,-2.6

# 2 entries from above, with two lines to a compound.
# Fields: Mtb BioA inh	GDH-TPI inh	BoNT A protease	Anthrax LF inh2	PfHsp40 yeast	BoNT-F LC inh	Mtb FBA inh	UGM FP inh	FadD28 binding
CCC1Nc2ncnc(N3CCOCC3)c2N(Cc2ccc(Cl)cc2)C1=O (configuration not stated)
  -6.4	21	-0.6	-2	-0.1	1	4	3.0	-2.3
COc1cc(-n2c(=O)c3ccccc3n(CC(=O)c3ccc(Br)cc3)c2=O)cc(OC)c1OC
  ·	9	-0.6	-2	-1.4	0	-2	-2.7	-1.7

# In the list so far, five contain fluorine.
SMILES,Mtb BioA inh,GDH-TPI inh,BoNT A protease,Anthrax LF inh2,PfHsp40 yeast,BoNT-F LC inh,Mtb FBA inh,UGM FP inh,FadD28 binding
O=C(COC(=O)C1CCC1)Nc1ccc(OC(F)F)cc1,0.1,-1,0.5,-2,-0.3,-4,6,-0.9,-0.9
CCOC(=O)N1CCC(=NNc2ncc(C(F)(F)F)cc2Cl)CC1,-0.7,9,-2.1,6,0.9,10,-2,-0.8,0.7
O=C(NCCc1ccccn1)c1ccc(NS(=O)(=O)c2ccc(F)cc2)cc1,0.5,12,-0.1,2,2.9,3,5,-0.2,-1.9
Cc1ccc(S(=O)(=O)N2CCN(C(C(=O)Nc3ccc(F)cc3)c3ccccc3)CC2)cc1 (configuration not stated),-1.4,-10,0.1,0,1.5,0,-1,2.9,-4.8
O=C(Nc1nnc(-c2cccs2)o1)c1cccc(C(F)(F)F)c1,-0.7,25,-1.1,1,21,-17,-3,2.2,-1.4
